Rtt109 Vps75: inhibitors of C. albicans Rtt109/Vps75 HAT, primary screen, biochemical, ThioGlo CoA-SH fluorescence, plate reader; Histone acetyltransferase RTT109 (Candida albicans (strain SC5314 / ATCC MYA-2876)), …; purified Rtt109/Vps75, 4 h; inhibition, % at 34.9 µM; hit rate 0.16% among 330,000; AID 540336, 2011;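 active = inhibition of at least 50% in every replicate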
DAGLB inhibitor: DAGLB lipase inhibitors, primary screen, biochemical, fluorescence, HTS; Diacylglycerol lipase-beta (Homo sapiens), Q8NCG7; HEK293T DAGLB membrane lysate, EnzChek fluorogenic substrate; inhibition, % at 5.17 µM; hit rate 0.059% among 340,000; AID 504411, 2011; in the data active = inhibition above about 34%;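 also: 0% = enzyme with vehicle and 100% = wells lacking enzyme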
Target sequence (Q8NCG7 whole entry, looked up): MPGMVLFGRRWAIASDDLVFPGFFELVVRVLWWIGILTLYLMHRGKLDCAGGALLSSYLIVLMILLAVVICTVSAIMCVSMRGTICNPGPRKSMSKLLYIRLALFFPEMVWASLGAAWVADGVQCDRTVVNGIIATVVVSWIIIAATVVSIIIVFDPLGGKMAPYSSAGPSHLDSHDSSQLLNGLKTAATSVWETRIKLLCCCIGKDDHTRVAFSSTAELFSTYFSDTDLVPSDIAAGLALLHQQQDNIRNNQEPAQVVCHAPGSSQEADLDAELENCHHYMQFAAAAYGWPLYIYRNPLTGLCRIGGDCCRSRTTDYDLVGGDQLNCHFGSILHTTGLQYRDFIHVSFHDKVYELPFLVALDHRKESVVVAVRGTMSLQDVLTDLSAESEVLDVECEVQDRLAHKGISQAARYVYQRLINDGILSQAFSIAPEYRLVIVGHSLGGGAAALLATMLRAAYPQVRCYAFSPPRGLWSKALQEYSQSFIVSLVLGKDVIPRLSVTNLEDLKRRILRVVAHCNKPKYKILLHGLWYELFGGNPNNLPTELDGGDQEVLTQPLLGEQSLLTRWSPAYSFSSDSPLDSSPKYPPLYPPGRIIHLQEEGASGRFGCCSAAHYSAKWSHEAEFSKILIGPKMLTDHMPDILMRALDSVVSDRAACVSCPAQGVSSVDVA
RTF Ca sens act: cardiac RTF calcium sensitivity activators, primary screen, biochemical, IANBD-TnC fluorescence, EC20 calcium | Troponin I, cardiac muscle (Homo sapiens) + Troponin T, cardiac muscle (Homo sapiens) + … | IANBD-labeled TnC RTF fluorescence at EC20 calcium; 0% EC20 calcium, 100% full calcium | activation, % at 7.2 µM | hit rate 0.24% among 340,000 | AID 493008, 2010;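 active = activation above the mean over all tested compounds plus 3 SD, cut at about 30% in these data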;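 also: rise in fluorescence read as greater calcium sensitivity of cardiac thin filaments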
PKA-R2B activ: activators of PKA-R2B holoenzyme, primary screen, biochemical, fluorescence polarization, Cy5-IP20, human; PKA-R2B holoenzyme dissociation; R2B truncated from residue 108, S112A mutant; 0% DMSO only, 100% 113 µM cGMP; activation, % at 11.4 µM; hit rate 0.079% among 340,000; AID 504700, 2011;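 active = activation above a cutoff set at the mean over all compounds plus 3 SD, cut at about 18% in these data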;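 also: higher means more holoenzyme dissociation and a rise in polarization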
Target sequence (P31323 whole entry, looked up, other chains not shown, the tested form may be a part): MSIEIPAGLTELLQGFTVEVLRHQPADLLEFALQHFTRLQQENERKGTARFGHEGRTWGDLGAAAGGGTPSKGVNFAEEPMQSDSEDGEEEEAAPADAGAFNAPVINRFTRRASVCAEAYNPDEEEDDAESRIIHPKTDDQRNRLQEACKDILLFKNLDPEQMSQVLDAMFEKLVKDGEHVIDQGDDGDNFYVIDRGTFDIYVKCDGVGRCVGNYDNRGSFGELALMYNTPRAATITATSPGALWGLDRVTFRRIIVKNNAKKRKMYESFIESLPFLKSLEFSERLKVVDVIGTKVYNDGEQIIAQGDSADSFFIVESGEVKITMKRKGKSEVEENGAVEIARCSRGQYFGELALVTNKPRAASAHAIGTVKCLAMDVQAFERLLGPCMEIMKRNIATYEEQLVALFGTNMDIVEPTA
Keap1 Nrf2 FP: Keap1-Nrf2 protein-protein interaction inhibitors, primary screen, biochemical, fluorescence polarization, single point; Kelch-like ECH-associated protein 1 (Homo sapiens), Q14145; Keap1 Kelch-Nrf2 peptide fluorescence polarization, 1536-well; inhibition, % at 9.4 µM; hit rate 0.15% among 340,000; AID 504523, 2011; in the data active = inhibition above about 12%;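 also: human Keap1 Kelch domain with fluorescein labeled Nrf2 9mer peptide probe; 0% = neutral control wells and 100% = peptide positive control; higher means more block of Keap1 binding to Nrf2 peptide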
CAL PDZ FP-1: CAL PDZ peptide-binding inhibitors, primary screen, biochemical, fluorescence polarization, Cer-tagged CAL PDZ, HTS; Golgi-associated PDZ and coiled-coil motif-containing protein (Homo sapiens), Q9HD26; purified CAL PDZ, TMR-peptide fluorescence polarization, 1 h; inhibition, % at 20 µM; hit rate 0.02% among 330,000; AID 504414, 2011;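 active = highest replicate inhibition of at least 40%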;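 also: plate controls were DMSO neutral control wells for no effect and unlabeled competitor peptide control wells for full effect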
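Assay system – tagged CAL PDZ protein CerCALP, purified · Timing – 1 h at RT · Compound – single point, 20 µM · Measured by – fluorescence polarization from S- and P-plane intensities, G-factor corrected · Evaluation – inhibition from polarization loss · Probe or stimulus – TMR reporter peptide T*-PRC34 · Buffer or medium – pH 7.4 phosphate-saline buffer, reducing agent, detergent, IgG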
CAL PDZ FP-2: untagged CAL PDZ binding inhibitors, primary screen, biochemical, fluorescence polarization, HTS | purified CAL PDZ, TMR-peptide fluorescence polarization, 1 h | hit rate 0.92% among 300,000 | inhibition, % at 24.9 µM | AID 602252, 2012 | Golgi-associated PDZ and coiled-coil motif-containing protein (Homo sapiens), Q9HD26;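 active = mean inhibition of at least 30% with at least half of replicates also reaching 30%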;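 also: 0% = DMSO neutral control and 100% = excess unlabeled competitor peptide PRC23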
SR-BI DiI-HDL act: activators of SR-BI mediated DiI-HDL uptake, primary screen, ldlA[mSR-BI] CHO cells, DiI fluorescence. 3 h; 100 = double the neutral-control signal. activation, % at 12.5 µM. hit rate 0.096% among 320,000;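 active = mean replicate activation of at least 60% and every replicate at or above 60%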;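 also: 0% = median plate neutral-control signal and 100% = twice that signal; values of inactives mirror those of a sister screen read the other way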
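Test system: SR-BI-overexpressing, LDLR-lacking CHO cells; Medium: Ham's F12 with 0.5% BSA, HEPES 25 mM, pH 7.4; Schedule: 3 h, 37 °C; Technique: bottom-read fluorescence, 550/595 nm.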
C-LANA FP: inhibitors of KSHV C-LANA binding to DNA, primary screen, biochemical, fluorescence polarization, FAM-LBS DNA, MBP-C-LANA, single point; Kaposi's sarcoma herpesvirus LANA C-terminal domain (residues 932-1162) DNA binding; inhibition, % at 9 µM; hit rate 0.078% among 340,000; AID 504423, 2011;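 active = highest replicate inhibition at or above 60% at 9 µM, even if other replicates fall short; inactive = all replicates below 60% inhibition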;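 also: 0% = neutral control wells and 100% = 4 µM acridine orange control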
RTF Ca sens inh: cardiac RTF calcium sensitivity inhibitors, primary screen, biochemical, IANBD-TnC fluorescence, EC70 calcium; IANBD-labeled cardiac RTF, Ca2+ fluorescence; inhibition, % at 7.15 µM; hit rate 0.12% among 340,000; AID 493244, 2011;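 active = inhibition above the mean inhibition of all tested compounds plus 3 SD, cut at about 17% in these data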;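 also: assay run at fixed EC70 calcium of 1.6 mM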
Numbers without * were called inactive; nt = not tested or not shown. Compounds were not picked by outcome (roughly 1.6% active in at least one column).

SMILES	Rtt109 Vps75	DAGLB inhibitor	RTF Ca sens act	PKA-R2B activ	Keap1 Nrf2 FP	CAL PDZ FP-1	CAL PDZ FP-2	SR-BI DiI-HDL act	C-LANA FP	RTF Ca sens inh
O=C(Nc1nc(-c2ccccn2)cs1)c1ccc(F)c(S(=O)(=O)N2CCOCC2)c1	-2	2	-4	-1	-4	-0.2	9	-51	0.4	1
COc1cc(OC)cc(/C(N)=N/O)c1	-4	-2	-1	7	0	-0.7	9	-23	0.0	-2
O=C(COC(=O)[C@@H]1CCCN1S(=O)(=O)c1ccc(Cl)cc1)NC1CCS(=O)(=O)C1 (some centres undefined)	-2	-1	-4	-4	-7	-2.8	-2	23	0.5	-3
Clc1ccc(Sc2cc(Cl)c(-c3ccccc3)nn2)cc1	-6	-7	-1	4	-4	-0.7	-1	15	0.1	2
Cc1ccccc1COc1ccc(-c2nn[nH]n2)cc1	-2	-4	2	13	-2	-1.0	-1	30	0.3	-10
C=CCNC(=O)/C(C#N)=C/c1cn(-c2ccccc2)nc1-c1ccc(OC)c([N+](=O)[O-])c1	-5	-1	3	4	4	-0.7	nt	-50	0.0	-9
COc1ccc(C(=O)c2c(C)oc3ccc(O)c(CN4CCOCC4)c23)cc1	22	-5	-3	-3	0	-2.2	-1	-1	-0.9	-3
COc1ccc(OCC(=O)Nc2ccc3c(c2)nc(CCN2CCCC2)n3C)cc1	0	0	-1	-4	1	-3.5	-2	nt	-0.9	-11
CCc1noc(C)c1C(=O)N(C)CC(=O)Nc1ccc(Cl)c(Cl)c1	-18	1	10	-10	0	-3.2	-2	3	-0.6	-10
C=CCSC1=NN2CCS(=O)(=O)N=C2S1	-14	-3	-2	-2	0	-2.3	7	16	-0.5	-11
N#Cc1c(/N=C/c2ccc(-c3ccc(C(=O)O)c(Cl)c3)o2)sc2c1CCCC2	-4	2	2	3	-8	-1.2	-3	16	4.2	-3
Cc1ccc2c(c1)c(C)c(C)n2CC(O)Cn1nc(C)c(Br)c1C (centres undefined)	-6	-4	-11	-13	-6	-1.9	-2	-34	1.3	6
COc1ccc(-c2c(C)nn3c(N4CCC(C(=O)NCCN(C)C)CC4)cc(C)nc23)cc1OC	-3	3	8	-6	5	0.7	1	6	-0.1	-8
COc1ccc(N=Cc2c(O)c3ccccc3oc2=O)cc1	-11	-1	0	-8	-1	-1.4	-3	-6	1.3	-12
Fc1ccc(-c2cc(C(F)(F)F)nc(-n3cc(Cl)cn3)n2)cc1	-5	-15	-5	-7	4	-0.5	nt	nt	51	-4
O=C(O)CCSc1nc2ccccc2c(=O)[nH]1	5	-2	3	-8	5	-0.2	-3	18	2.6	-7
CCN(CCCCCCN)c1ccc2c(=O)[nH][nH]c(=O)c2c1	-23	2	2	0	-2	0.9	-5	-5	-3.0	-4
Cc1nc(N2CCOCC2)c(C#N)c2c1COC(C)(C)C2	-6	-3	2	-3	-3	-0.8	-5	-1	1.0	-2
CCOc1cc(N2CCOCC2)c(OCC)cc1NC(=O)COC(=O)[C@@H]1CCCN1S(=O)(=O)c1ccccc1F	6	3	2	-1	-3	0.0	-6	8	-0.7	-2
COc1ccc(NC(=O)COC(=O)c2c(-c3ccccc3)noc2C)cc1	23	-4	2	-2	4	-2.7	nt	-23	1.0	-7
CCCCC[C@H]1CN(C2CCCCC2)C(=O)[C@@H]1CC(=O)NCc1ccc(OC)cc1	-1	-1	-7	0	-5	-0.4	-2	-14	-2.3	-7
CCOC(=O)C(Cc1ccccc1)NC(=O)CCc1nnc2ccc(N3CCCCC3)nn12 (centres undefined)	0	3	3	-2	-6	-3.5	2	1	1.8	-10
Cc1nc2ccccc2c2nc(NC(=O)Cc3ccccc3)nn12	6	-3	3	-4	-3	-2.7	-3	9	-0.9	-7
CCNC(=O)/C(C#N)=C/c1c(N2CCN(Cc3ccc4c(c3)OCO4)CC2)nc2c(C)cccn2c1=O	-2	4	22	4	-3	-1.4	21	nt	-0.1	-8
O=C(CSc1nnc(CNC(=O)c2c(F)cccc2F)o1)NCC1CCCO1 (centres undefined)	3	-3	-1	3	-1	0.8	-1	8	-1.9	-5
COC(=O)C1=C(C)NC(=O)NC1c1ccc(OCC(=O)N2CCCCC2)cc1 (centres undefined)	5	-2	-5	-9	2	-0.1	-4	-22	2.5	0
COc1ccc(C2C3=C(Nc4ncnn42)c2ccccc2CCC3)cc1 (centres undefined)	7	4	-1	-9	2	-2.7	0	12	-1.5	-4
CCc1cc(C(=O)OC)c(NC(=O)c2ccoc2C)s1	7	-9	5	-4	6	-2.5	-1	-22	-0.2	-2
COc1ccc(CN2C(=O)[C@H]3Cc4c([nH]c5ccccc45)C(C)(C)N3C2=O)cc1	5	0	5	-13	0	0.2	-4	-43	1.8	-6
Cc1ccc(SCCNC(=O)CN2C(=O)c3ccccc3S2(=O)=O)cc1	0	-4	3	-10	1	-2.7	1	1	-1.2	-26

Three compounds out of the list, sorted by SMILES length, highest first:
SMILES	Rtt109 Vps75	DAGLB inhibitor	RTF Ca sens act	PKA-R2B activ	Keap1 Nrf2 FP	CAL PDZ FP-1	CAL PDZ FP-2	SR-BI DiI-HDL act	C-LANA FP	RTF Ca sens inh
Cc1ccc2c(c1)c(C)c(C)n2CC(O)Cn1nc(C)c(Br)c1C (centres undefined)	-6	-4	-11	-13	-6	-1.9	-2	-34	1.3	6
COc1ccc(C2C3=C(Nc4ncnn42)c2ccccc2CCC3)cc1 (centres undefined)	7	4	-1	-9	2	-2.7	0	12	-1.5	-4
Clc1ccc(Sc2cc(Cl)c(-c3ccccc3)nn2)cc1	-6	-7	-1	4	-4	-0.7	-1	15	0.1	2

Additional records:
SMILES	Rtt109 Vps75	DAGLB inhibitor	RTF Ca sens act	PKA-R2B activ	Keap1 Nrf2 FP	CAL PDZ FP-1	CAL PDZ FP-2	SR-BI DiI-HDL act	C-LANA FP	RTF Ca sens inh
CCOC(=O)c1cnn(-c2c(Cc3ccccc3)c(C)nc3c(-c4ccccc4)c(C)nn23)c1N	3	1	2	-8	-7	-0.6	-2	-38	-0.4	0
NC(=O)c1cc(S(=O)(=O)N2CCN(c3ccc([N+](=O)[O-])cc3)CC2)cs1	11	4	-5	-7	-5	-1.3	-3	-3	0.7	5
NNC(=O)C(=O)NCCCN1CCOCC1	7	-1	3	8	-4	-2.3	0	-6	-1.9	4
O=C(Nc1ccccc1)c1cc(S(=O)(=O)N2CCCCC2)ccc1N1CCOCC1	5	-2	-4	6	4	0.7	nt	0	-0.2	-3
O=C1c2cccnc2Nc2ccccc2N1CCCF	8	2	-3	-3	-2	-0.2	nt	23	-1.0	-2
COc1cccc(C(=O)Nc2ccc(S(=O)(=O)Nc3cc(C)nc(C)n3)cc2)c1	-3	0	2	1	-5	-2.2	-3	4	0.6	1
COc1ccc(N(C(=O)c2ccc(Br)o2)C2C=CS(=O)(=O)C2)cc1 (centres undefined)	1	2	-4	-2	-1	-0.3	0	21	-0.2	-1
COc1ccc(C(C(=O)NC(C)(C)C)N(Cc2ccccc2)C(=O)CCC(=O)Nc2cc(C)on2)cc1 (centres undefined)	11	-2	-7	-1	0	-2.0	-2	24	-1.1	-6
COc1cc(C(=O)Nc2ccc(C(N)=O)cc2)c([N+](=O)[O-])cc1OC	4	-2	-3	0	2	0.3	3	-18	-1.8	0
Cc1nonc1NC(=O)OC1CCCCC1	11	-1	-4	-4	2	-1.2	nt	20	1.4	2
COc1ccc(C(=O)c2c[nH]c(C(=O)NCc3cccs3)c2)cc1	-19	-3	-2	12	0	0.0	12	-9	-0.9	-4
O=C1c2cccnc2C(=O)N1Cc1ccc(S(=O)(=O)NCc2ccco2)cc1	-11	1	-2	5	3	-2.9	-5	1	0.7	1
O=C(NNC(=S)NCC1CCCO1)c1cc(Br)ccc1Cl (centres undefined)	1	0	6	3	-6	-1.4	0	nt	0.5	0
CNC(=O)NNC(=O)c1csc(Cc2c(Cl)sc3ccc(Cl)cc23)n1	2	0	5	1	-3	-1.5	-6	-25	0.5	-3

2 of the compounds above, comma-delimited.
mol,Rtt109 Vps75,DAGLB inhibitor,RTF Ca sens act,PKA-R2B activ,Keap1 Nrf2 FP,CAL PDZ FP-1,CAL PDZ FP-2,SR-BI DiI-HDL act,C-LANA FP,RTF Ca sens inh
COc1ccc(C(=O)c2c[nH]c(C(=O)NCc3cccs3)c2)cc1,-19,-3,-2,12,0,0.0,12,-9,-0.9,-4
O=C1c2cccnc2C(=O)N1Cc1ccc(S(=O)(=O)NCc2ccco2)cc1,-11,1,-2,5,3,-2.9,-5,1,0.7,1

Six entries picked at random from those above, as already listed:
SMILES	Rtt109 Vps75	DAGLB inhibitor	RTF Ca sens act	PKA-R2B activ	Keap1 Nrf2 FP	CAL PDZ FP-1	CAL PDZ FP-2	SR-BI DiI-HDL act	C-LANA FP	RTF Ca sens inh
N#Cc1c(/N=C/c2ccc(-c3ccc(C(=O)O)c(Cl)c3)o2)sc2c1CCCC2	-4	2	2	3	-8	-1.2	-3	16	4.2	-3
O=C(O)CCSc1nc2ccccc2c(=O)[nH]1	5	-2	3	-8	5	-0.2	-3	18	2.6	-7
Cc1nonc1NC(=O)OC1CCCCC1	11	-1	-4	-4	2	-1.2	nt	20	1.4	2
CCc1cc(C(=O)OC)c(NC(=O)c2ccoc2C)s1	7	-9	5	-4	6	-2.5	-1	-22	-0.2	-2
CCOC(=O)C(Cc1ccccc1)NC(=O)CCc1nnc2ccc(N3CCCCC3)nn12 (centres undefined)	0	3	3	-2	-6	-3.5	2	1	1.8	-10
COc1ccc(N=Cc2c(O)c3ccccc3oc2=O)cc1	-11	-1	0	-8	-1	-1.4	-3	-6	1.3	-12

Source: PubChem BioAssay
